L3MBTL1 inh: L3MBTL1 (human) inhibition; Q9Y468; Potency, µM (top dose mostly 57.1 µM), inactives show top-dose activity, negative = inhibition, usual class: inhibitors; actives 0.66% (n = 230,000); AlphaScreen L3MBTL1–H3K9me1 peptide binding; active = well fitted inhibition curve with a large enough effect; inconclusive = small, poorly fitted or top-dose-only effect; inactive = no such curve, though single readings can be large or run the other way; also: nearly all actives have a fitted effect of over 60% in size
Target sequence (Q9Y468 whole entry, looked up): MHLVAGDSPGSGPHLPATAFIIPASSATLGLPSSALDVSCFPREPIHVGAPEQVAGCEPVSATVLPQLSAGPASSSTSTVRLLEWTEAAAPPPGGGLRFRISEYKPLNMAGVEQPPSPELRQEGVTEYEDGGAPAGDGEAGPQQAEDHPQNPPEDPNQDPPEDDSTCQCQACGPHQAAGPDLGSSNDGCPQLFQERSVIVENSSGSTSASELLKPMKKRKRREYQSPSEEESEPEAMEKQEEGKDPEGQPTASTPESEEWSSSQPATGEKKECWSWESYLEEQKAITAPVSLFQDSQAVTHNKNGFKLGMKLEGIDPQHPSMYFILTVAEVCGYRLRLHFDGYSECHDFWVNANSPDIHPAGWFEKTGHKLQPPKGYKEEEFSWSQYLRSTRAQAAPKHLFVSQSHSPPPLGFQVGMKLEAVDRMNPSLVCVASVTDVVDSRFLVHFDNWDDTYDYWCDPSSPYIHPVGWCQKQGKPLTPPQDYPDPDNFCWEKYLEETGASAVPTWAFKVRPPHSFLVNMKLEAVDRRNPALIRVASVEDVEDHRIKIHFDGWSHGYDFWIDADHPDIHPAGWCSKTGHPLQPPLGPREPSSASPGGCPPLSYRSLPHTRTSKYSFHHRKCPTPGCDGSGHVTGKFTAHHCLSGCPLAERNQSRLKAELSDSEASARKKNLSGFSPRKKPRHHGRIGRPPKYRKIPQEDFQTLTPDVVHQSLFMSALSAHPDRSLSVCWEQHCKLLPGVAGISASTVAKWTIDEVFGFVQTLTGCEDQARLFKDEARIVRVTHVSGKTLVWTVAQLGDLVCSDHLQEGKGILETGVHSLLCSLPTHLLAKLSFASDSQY
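Displacement of a biotinylated histone H3(1-15) peptide monomethylated at Lys9 (75 nM) from L3MBTL1 (50 nM) was measured by AlphaScreen after a 30 min room-temperature compound incubation; cefsulodin titration served as intraplate control.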
The depositor's hits bear a star; ? = inconclusive; [ ] = another dose, or the depositor's remark. % is scaled to controls: 0 for no effect and ±100 for the full control effect; potency is read from the fitted curve at half-maximal effect. Not all compounds are listed; count on the stated rates, not on these rows.

SMILES	L3MBTL1 inh
Clc1ccccc1N1CCN(Cc2ccco2)CC1	-3%
C[C@@H](C(=O)N1CCN(c2ccccc2)CC1)N1C(=O)C2CC=CCC2C1=O (stereo partly drawn)	3%
Cc1ccc(S(=O)(=O)NCCC(=O)NC2CCCCCC2)cc1	7%
N#C/C(=C\c1ccccc1)C(=O)NNS(=O)(=O)c1cccc([N+](=O)[O-])c1	-2%
COc1cc(C(C)=O)ccc1OCC(O)CN1CCN(c2ccccc2)CC1 (stereo not drawn)	3%
C[C@H](CO)N1C[C@H](C)[C@@H](CN(C)C(=O)Nc2ccccc2)Oc2c(NC(=O)NC3CCCCC3)cccc2C1=O	2%
N#Cc1ccccc1NC(=O)CNc1cc(S(=O)(=O)N2CCOCC2)ccc1NCC1CCCO1 (stereo not drawn)	-1%
C=CCn1c2ccccc2c2n[nH]c(=S)nc21	0%
O=C(COC(=O)c1ccc(O)cc1O)NC1CC1	2%
COc1ccc(CCN(C)C(=O)CN2C(=O)NC3(CCCc4ccccc43)C2=O)cc1OC (stereo not drawn)	-5%
COc1ccc(S(=O)(=O)N2CCOCC2)c2ccccc12	12%
COc1cc(OC)cc(-c2cc3ccc(F)cc3cn2)c1	19%
COc1ccc(C(=O)NNS(=O)(=O)c2ccccc2)cc1OC	1%
COc1ccccc1C(=O)NC(=O)COC(=O)Cn1[nH]c(=O)c2ccccc2c1=O	1%
CN(CC(=O)Nc1ccc(F)cc1)C(=O)Cc1ccsc1	-9%
COc1cccc(CNC(=O)c2ccccc2-c2ccccc2C(=O)O)c1	0%
Cc1[nH]c2ccccc2c1C(=O)COC(=O)C1CC(O)CN1S(=O)(=O)c1ccc(Cl)cc1 (stereo not drawn)	-4%
CN(c1ccc(OCC(=O)OCc2nnc(-c3ccccc3)o2)cc1)S(=O)(=O)c1ccc(Cl)cc1	-8%
Cn1nnnc1Sc1ncnc2scc(-c3ccccc3Cl)c12	-2%
COc1ccccc1OC(=O)c1cc2ccccc2oc1=O	-3%
c1cncc(-c2cn(C[C@H]3CC[C@H](Cn4cc(-c5cccnc5)nn4)O3)nn2)c1	5%
Cc1noc(C)c1NC(=O)N(C)C[C@@H]1Oc2c(NC(=O)NC(C)C)cccc2C(=O)N([C@@H](C)CO)C[C@@H]1C	-3%
Cc1cc(Br)ccc1NC(=O)CN(C)C(=O)CSC(=S)N1CCCC1	-9%
C=CCn1c(SCC(=O)N(CC)C2CCS(=O)(=O)C2)nc2cc(C(=O)O)ccc2c1=O (stereo not drawn)	15%
Cc1cccc(Nc2nc(-c3sc(C)nc3C)cs2)c1	-8%
C[C@H]1COC(=O)[C@@H](CC(=O)OC(C)(C)C)C/C=C\C[C@@H](CC(=O)N(CCO)Cc2ccccc2)C(=O)N1	34%[activator]
CCOC(=O)c1ccc(NC(=O)NCCc2cnc[nH]2)cc1	-1%
COc1ccc(-n2c(SCC(N)=O)nnc2-c2ccco2)cc1	0%
Cc1c(O)c(C)c2c(c1O)C(=O)C[C@@H](c1ccccc1)O2	0%
COc1ccc(C(CNC(=O)C(CCSC)NC(=O)c2ccccc2Cl)N2CCCC2)cc1 (stereo not drawn)	-10%

Brought forward from above: 6 entries, followed by the next part.
SMILES	L3MBTL1 inh
Cc1cccc(Nc2nc(-c3sc(C)nc3C)cs2)c1	-8%
C[C@H]1COC(=O)[C@@H](CC(=O)OC(C)(C)C)C/C=C\C[C@@H](CC(=O)N(CCO)Cc2ccccc2)C(=O)N1	34%[activator]
CCOC(=O)c1ccc(NC(=O)NCCc2cnc[nH]2)cc1	-1%
COc1ccc(-n2c(SCC(N)=O)nnc2-c2ccco2)cc1	0%
Cc1c(O)c(C)c2c(c1O)C(=O)C[C@@H](c1ccccc1)O2	0%
COc1ccc(C(CNC(=O)C(CCSC)NC(=O)c2ccccc2Cl)N2CCCC2)cc1 (stereo not drawn)	-10%
N#CC1(NC(=O)COC(=O)CN2C(=O)c3ccccc3C2=O)CCCCC1	0%
CCN1C(=O)[C@H]2[C@@H](c3ccc(C)cc3)N3C(=O)N(c4ccccc4)C(=O)[C@@]3(Cc3ccc(Cl)cc3)[C@H]2C1=O	-6%
COC(=O)c1ccc(CSC2=NC[C@@H]3[C@@H]4C(=O)N(C)C(=O)[C@@H]4[C@](Cc4ccccc4)(C(=O)OC)N23)cc1	-10%
CCOC(=O)C1=CN(CC)S(=O)(=O)NC1c1ccc2ccccc2c1 (stereo not drawn)	7%
Cc1cc(O)ccc1NC(=S)NC(=O)c1cncc(Br)c1	8%
CC(OC(=O)c1cc(=O)c2cc(Cl)ccc2o1)C(=O)N1CCCC1 (stereo not drawn)	5%
C=CCC1NS(=O)(=O)OC(COC)C1C (stereo not drawn)	3%
O=C(NCC1CCCO1)c1cccc(C(=O)NCC2CCCO2)c1 (stereo not drawn)	3%
CCOC(=O)C1CCN(C(=O)c2cc(S(=O)(=O)N3CCOCC3)ccc2C)CC1	7%
C=CCn1c(C)cc(C(=O)CN2C(=O)c3ccccc3S2(=O)=O)c1C	-6%
O=C(Cc1ccc(Cl)cc1)Nc1ccc(S(=O)(=O)Nc2ncccn2)cc1	1%
CCOc1ccc(S(=O)(=O)Nc2ccc(C(=O)NNC(=O)c3ccncc3)cc2)cc1	22%
COc1ccc(OC)c(/C=C/C(=O)N(C)CC(=O)Nc2ccc(N3CCOCC3)cc2)c1	-2%
CC(C)(C)NC(=O)C1CC(=O)N(CCc2ccc(F)cc2)C1 (stereo not drawn)	4%
O=C(NCCCCc1ccccc1)c1cc([N+](=O)[O-])cc([N+](=O)[O-])c1	-4%
O=C1CC[C@@H](O)CCN1CC[C@H](Sc1ccc(Br)cc1)c1ccccc1	3%
CCc1nc2ccccc2c(C(=O)OCC(=O)Nc2ccc(NC(C)=O)cc2)c1C	0%
CCOC(=O)Cc1csc(NS(=O)(=O)c2cc(Cl)ccc2Cl)n1	-23%
COc1ccc(Br)cc1/C=N/Nc1ccccn1	-7%
CC(=O)N1c2ccccc2CCc2ccc([N+](=O)[O-])cc21	6%

Six records drawn at random from the list so far:
SMILES	L3MBTL1 inh
CCOC(=O)Cc1csc(NS(=O)(=O)c2cc(Cl)ccc2Cl)n1	-23%
CCOc1ccc(S(=O)(=O)Nc2ccc(C(=O)NNC(=O)c3ccncc3)cc2)cc1	22%
COc1ccc(OC)c(/C=C/C(=O)N(C)CC(=O)Nc2ccc(N3CCOCC3)cc2)c1	-2%
COc1ccc(Br)cc1/C=N/Nc1ccccn1	-7%
O=C(NCCCCc1ccccc1)c1cc([N+](=O)[O-])cc([N+](=O)[O-])c1	-4%
CCc1nc2ccccc2c(C(=O)OCC(=O)Nc2ccc(NC(C)=O)cc2)c1C	0%

(more compounds)
SMILES	L3MBTL1 inh
CCN(CC)C(=O)c1ccc(S(=O)(=O)c2ccccc2)cc1	54%[activator]
CCN(Cc1nc2ccccc2c(=O)[nH]1)C(=O)COc1ccccc1Cc1ccccc1	-4%
COc1ccccc1NC(=O)CN1C(=O)NC2(CCCc3ccccc32)C1=O (stereo not drawn)	1%
Cc1ccc(C(C)NC(=O)c2ccc3c(c2)OCCO3)cc1C (stereo not drawn)	-2%
Cc1nc(Nc2ccccc2F)c2nnn(Cc3ccccc3Cl)c2n1	?
CCCn1c(SC(C)C(=O)NCC2CCCO2)nc2cc(Cl)ccc2c1=O (stereo not drawn)	-11%
NC(=O)C1CCN(C(=O)c2cc3ccccc3cc2O)CC1	29%
CN1CCN(S(=O)(=O)c2cccc(C(=O)Nc3cc(C(F)(F)F)ccc3N3CCCC3)c2)CC1	-4%
CC(Sc1nnc(-c2ccco2)n1-c1ccccc1)C(=O)NCC1CCCO1 (stereo not drawn)	-10%
COc1cccc(NC(=O)CN(C)C(=O)c2ccc(S(=O)(=O)Nc3ccccc3C)cc2)c1	0%
Cc1cc(=O)[nH]c(SCc2ccccc2)n1	25%
CCOc1ccc(CCNC(=O)COC(=O)COc2ccccc2C)cc1OCC	5%
COCC(C)n1c(C)cc(C(=O)CSc2nnnn2C2CCCC2)c1C (stereo not drawn)	-2%
CCC(=O)c1ccc(OCC(=O)OCC(=O)NCCCc2ccccc2)cc1	8%
CC(=O)c1ccc(N2CCN(CC(=O)N(C3CC3)C3CCS(=O)(=O)C3)CC2)c(F)c1 (stereo not drawn)	4%
O=C(Nc1ccc2[nH]ncc2c1)c1cccc(F)c1	1%
COc1ccc(C2/C(=C(/O)c3ccccc3)C(=O)C(=O)N2CCCN2CCOCC2)cc1 (stereo not drawn)	-1%[2.29 µM]
COCC(C)NC(=O)C1c2ccccc2Oc2ccccc21 (stereo not drawn)	51%[activator]
Cc1ccccc1NC(=O)C(=O)NCCCN1CCCC1=O	4%
Cc1ccc(OCC(=O)Nc2cc(NC(=O)COc3ccc(C)cc3)cc(C(=O)O)c2)cc1	-4%

Some of the entries so far, as comma-separated lines:
SMILES,L3MBTL1 inh
COc1cccc(NC(=O)CN(C)C(=O)c2ccc(S(=O)(=O)Nc3ccccc3C)cc2)c1,0%
Cc1cc(=O)[nH]c(SCc2ccccc2)n1,25%

Next entries follow.
SMILES	L3MBTL1 inh
CCCOc1ccc(C(=O)NNC(=S)NC(=O)c2ccccc2[N+](=O)[O-])cc1	-9%[2.29 µM]
CCCCC[C@@H]1C=C(C(=O)O)[C@H](c2ccc(C#N)cc2)N1S(=O)(=O)c1ccc(C)cc1	1%
CC(=O)Nc1ccc(SC[C@H](Cc2ccccc2)N2CC[C@@H](C(C)(C)C)CCC2=O)cc1	-5%
O=C(CSc1nc(=O)n(CCCN2CCOCC2)c2c1CCCC2)Nc1cccc([N+](=O)[O-])c1	-3%
CN(CC1COc2ccccc2O1)C(=O)CSc1nncs1 (stereo not drawn)	0%
CCNC(=O)c1cccc(NC(=O)C2CC(=O)N(CCc3ccccc3)C2)c1 (stereo not drawn)	0%
CC(OC(=O)c1ccc(-n2cnnn2)cc1)C(=O)N(C)c1ccccc1 (stereo not drawn)	-2%
CC(OC(=O)C1CCN(S(=O)(=O)c2ccc3c(c2)OCCO3)CC1)C(=O)N(C)c1ccccc1 (stereo not drawn)	-2%
Cc1cccc(NC(=O)c2nc[nH]c2C(=O)N2CCc3ccccc3C2)c1	-8%
CCC(=O)Nc1ccccc1N1CCN(c2ccc(F)cc2)CC1	-4%
COc1cc(/C=C2/C(=O)NN(c3cccc(Cl)c3)C2=O)cc(OC)c1O	-24%
CC(Oc1cc2oc(=O)cc(-c3ccccc3)c2cc1Cl)C(=O)NCC1CCC(C(=O)O)CC1 (stereo not drawn)	-9%
Cc1ccc(NC(=O)CSCC(=O)Nc2ccc(S(=O)(=O)N3CCCC3)cc2)cc1	-1%
CCOC(=O)[C@H]1[C@H]2COc3ccc(OC)cc3[C@@H]2N2C(=O)CN(Cc3ccccc3)C(=O)[C@@]12C	-11%
Cc1ccccc1/C=N/NC(=O)c1cccnc1	-5%
O=C(Nc1ccccc1O)c1cccc(NC(=O)c2ccco2)c1	4%
Cc1cccc2c1cnn2C(=O)CCC(=O)NC1CCCCC1	0%
COc1ccc(NC(=O)Nc2cccc3c2O[C@H](CN(C)C(=O)NC(C)C)[C@@H](C)CN([C@H](C)CO)C3=O)cc1	8%
O=C(NC1CCN(S(=O)(=O)c2ccccc2)CC1)c1ccccc1	11%
O=S(=O)(c1ccc(Br)s1)N1CCN(CCOc2ccccc2)CC1	0%
CN(CC(=O)Nc1cccc(F)c1)C(=O)Cc1n[nH]c(=O)c2ccccc12	-2%
Cc1oc(/N=C/c2ccc(F)cc2)c(C#N)c1C	-7%
Cc1cccn2c(=O)nc(SCC(=O)NCCc3ccccc3)nc12	4%
Cc1ccc(C(=O)N2CCC(C)CC2)cc1NC1=NC2CS(=O)(=O)CC2S1 (stereo not drawn)	-5%
CCOc1ccc(C(=O)Nc2ccc3c(c2)OCCO3)cc1	-6%
O=C(Nc1cc(Cl)ccc1N1CCOCC1)C1=COCCO1	1%
O=C(OCC(=O)N1CCOCC1)c1cc(S(=O)(=O)N2CCOCC2)c(Cl)cc1Cl	4%
Cc1cccc(NC(=O)c2ccc(C)c(S(=O)(=O)N3CCCCC3)c2)n1	-2%
O=C(CN1C(=O)NC2(CCCCCCC2)C1=O)Nc1cccc(Br)c1	2%
CCN1C(=NCC2CC2)N[C@@H](c2cccc(C(F)(F)F)c2)C(C(=O)OC)=C1C	-4%

Among those listed so far, these contain a CF3 group.
SMILES	L3MBTL1 inh
CN1CCN(S(=O)(=O)c2cccc(C(=O)Nc3cc(C(F)(F)F)ccc3N3CCCC3)c2)CC1	-4%
CCN1C(=NCC2CC2)N[C@@H](c2cccc(C(F)(F)F)c2)C(C(=O)OC)=C1C	-4%

(listing goes on)
SMILES	L3MBTL1 inh
CCCN(C(=O)CSCc1c(C)noc1C)c1c(N)n(Cc2ccccc2)c(=O)[nH]c1=O	-4%
Oc1ccc(Cl)cc1CNCc1ccc(Cl)cc1	5%
C=CC[C@H](CC(=O)N(CCO)Cc1ccccc1)C(=O)NCCOC(=O)[C@H](CC=C)CC(=O)OC(C)(C)C	1%
NC(=O)c1c(NC(=O)c2ccccc2)sc2c1CCCC2	1%
CCN(CC(=O)Nc1c(F)cccc1F)C(=O)c1csc2c1CCCC2	4%
O=C(CCc1ccc(S(=O)(=O)N2CCOCC2)cc1)OCC(=O)c1ccc(Br)cc1	8%
Cc1ccc(NC(=O)CN2CCCC2c2cccs2)cc1S(=O)(=O)N1CCCCC1 (stereo not drawn)	-2%
Nn1c(SCC(=O)Nc2nccs2)nnc1-c1ccco1	-3%
Cc1cccc(NS(=O)(=O)c2cccc(C(=O)N3CC(C)OC(C)C3)c2)c1 (stereo not drawn)	5%
C[C@H](CO)N1C[C@H](C)[C@@H](CN(C)Cc2ccccc2)Oc2ccc(NC(=O)CCCCCC(=O)Nc3ccccc3N)cc2C1=O	-7%
Cc1c(C)n2c(SCC(=O)NC3CCCCC3)nnc2[nH]c1=O	10%
COc1ccccc1C(=O)NCCC(=O)NC1CCC(C)CC1 (stereo not drawn)	7%
COc1cccc(-c2nnn(CC(=O)N(CC(C)C)C3CCS(=O)(=O)C3)n2)c1 (stereo not drawn)	-1%

Screens: PubChem BioAssay, National Center for Advancing Translational Sciences (NCATS)
